ADAM17 inh = ADAM17 inhibitors, primary screen, biochemical, QFRET; Disintegrin and metalloproteinase domain-containing protein 17 (Homo sapiens), P78536; recombinant ADAM17, EDANS/DABCYL FRET peptide cleavage; inhibition, % at 6.95 µM; 0.83% of 370,000 active;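 active = inhibition above the mean of compounds lying between control limits plus 3 SD, set per campaign, cut at about 8.5% in these data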;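 also: 0% = DMSO-only wells as the low control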
DAX1 inh-1 = DAX1 (NR0B1) inhibitors on StAR promoter, primary screen, cell-based, luminescence, SF-1 (NR5A1), full-length DAX-1; inhibition, % at 6.8 µM; HEK293T StAR-luciferase reporter, SF-1/DAX-1 repression relief; 1.1% of 370,000 active; AID 652010, 2013;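 active = inhibition above the mean over all tested compounds plus 3 SD, cut at about 3.6% in these data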;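 also: 0% = DAX-1 cells with DMSO and 100% = cells lacking DAX-1 with DMSO; higher inhibition means more luminescence from relief of DAX-1 repression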
hcDAF12 agonist = H. contortus DAF-12 nuclear receptor activators, primary screen, cell-based, luminescence, HEK293, lit1-tk-luc reporter | HEK293 hcDAF-12 lit1-tk-luc reporter; 0% DMSO, 100% Δ7-dafachronic acid | AID 652067, 2013 | 1.4% of 370,000 active | activation, % at 6.8 µM;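 active = activation above the mean of all tested compounds plus 3 SD, cut at about 5.5% in these data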;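 also: 100% = response to 3 µM Δ7-dafachronic acid high control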
DAX1 inh-2 = DAX1 (NR0B1) inhibitors, primary screen, cell-based, HEK293, Gal4-DAX1, luciferase luminescence | Nuclear receptor subfamily 0 group B member 1 (Homo sapiens), P51843 | HEK293 Gal4-DAX1 luciferase reporter | inhibition, % at 6.75 µM | 0.99% of 340,000 active | AID 504766, 2011;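 active = inhibition above the mean over all tested compounds plus 3 SD, cut at about 4.2% in these data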;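 also: 0% = DAX1-transfected cells with DMSO and 100% = empty-vector control cells with DMSO; inhibition shows as a rise in luminescence from relieved DAX1 repression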
PLCb3 inh = human PLC-beta3 inhibitors, primary screen, biochemical, fluorescence; Purified PLC-beta3, fluorogenic substrate; inhibition, % at 12.2 µM; 0.18% of 370,000 active; AID 720704, 2013; in the data active = inhibition above about 11%;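 also: 0% = median of compound wells on plate and 100% = full blocker control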
MBD2 inh = inhibitors of MBD2 binding to methylated DNA, primary screen, biochemical, TR-FRET, DNA-binding domain, human; Methyl-CpG-binding domain protein 2 (Homo sapiens), Q9UBB5; MBD2 binding to methylated oligonucleotide; inhibition, % at 4.4 µM; 0.31% of 370,000 active; in the data active = inhibition above about 13%
SMARCA2 act = SMARCA2 (BRM) function activators, primary screen, cell-based, luminescence, high throughput | activation, % at 9.1 µM | MG213 cells, MMTV-luciferase reporter, dexamethasone, overnight | AID 652017, 2013 | 1% of 370,000 active; in the data active = activation above about 7.8%;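 also: 0% = vehicle wells and 100% = reference activator wells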
Rev-erbA mod = modulators of Rev-erb alpha DNA binding, primary screen, biochemical, FITC-DNA, fluorescence polarization, uHTS | Nuclear receptor subfamily 1 group D member 1 (Homo sapiens), P20393 | Rev-erbα–FITC-DNA binding, 90 min | activity, % at 10 µM | 0.79% of 370,000 active;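 active = activity above about 14%, limit read from the data; passing the limit was not always enough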;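 also: 0% = DMSO wells with 35 nM protein and 100% = DMSO wells with 750 nM protein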
ssDAF12 agonist = S. stercoralis DAF-12 nuclear receptor activators, primary screen, cell-based, luminescence, HEK293, GRIP1 co-expression, lit1-tk-luc. Nuclear hormone receptor DAF-12 (Strongyloides stercoralis). activation, % at 6.8 µM. 1% of 370,000 active. HEK293 ssDAF-12/GRIP1 lit1-tk-luc reporter; % of 3 µM dafachronic acid response. AID 652126, 2013;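 active = activation above the mean over all tested compounds plus 3 SD, cut at about 0.9% in these data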;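 also: 0% = DMSO-only wells and 100% = 3 µM delta7-dafachronic acid wells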
PLCg1 inh = PLC-gamma1 enzyme inhibitors, primary screen, biochemical, fluorescence, purified enzyme. fluorogenic substrate. inhibition, % at 12.2 µM. 0.84% of 370,000 active. AID 720700, 2013; in the data active = inhibition above about 9.5%
Target sequence (P19174 whole entry, looked up): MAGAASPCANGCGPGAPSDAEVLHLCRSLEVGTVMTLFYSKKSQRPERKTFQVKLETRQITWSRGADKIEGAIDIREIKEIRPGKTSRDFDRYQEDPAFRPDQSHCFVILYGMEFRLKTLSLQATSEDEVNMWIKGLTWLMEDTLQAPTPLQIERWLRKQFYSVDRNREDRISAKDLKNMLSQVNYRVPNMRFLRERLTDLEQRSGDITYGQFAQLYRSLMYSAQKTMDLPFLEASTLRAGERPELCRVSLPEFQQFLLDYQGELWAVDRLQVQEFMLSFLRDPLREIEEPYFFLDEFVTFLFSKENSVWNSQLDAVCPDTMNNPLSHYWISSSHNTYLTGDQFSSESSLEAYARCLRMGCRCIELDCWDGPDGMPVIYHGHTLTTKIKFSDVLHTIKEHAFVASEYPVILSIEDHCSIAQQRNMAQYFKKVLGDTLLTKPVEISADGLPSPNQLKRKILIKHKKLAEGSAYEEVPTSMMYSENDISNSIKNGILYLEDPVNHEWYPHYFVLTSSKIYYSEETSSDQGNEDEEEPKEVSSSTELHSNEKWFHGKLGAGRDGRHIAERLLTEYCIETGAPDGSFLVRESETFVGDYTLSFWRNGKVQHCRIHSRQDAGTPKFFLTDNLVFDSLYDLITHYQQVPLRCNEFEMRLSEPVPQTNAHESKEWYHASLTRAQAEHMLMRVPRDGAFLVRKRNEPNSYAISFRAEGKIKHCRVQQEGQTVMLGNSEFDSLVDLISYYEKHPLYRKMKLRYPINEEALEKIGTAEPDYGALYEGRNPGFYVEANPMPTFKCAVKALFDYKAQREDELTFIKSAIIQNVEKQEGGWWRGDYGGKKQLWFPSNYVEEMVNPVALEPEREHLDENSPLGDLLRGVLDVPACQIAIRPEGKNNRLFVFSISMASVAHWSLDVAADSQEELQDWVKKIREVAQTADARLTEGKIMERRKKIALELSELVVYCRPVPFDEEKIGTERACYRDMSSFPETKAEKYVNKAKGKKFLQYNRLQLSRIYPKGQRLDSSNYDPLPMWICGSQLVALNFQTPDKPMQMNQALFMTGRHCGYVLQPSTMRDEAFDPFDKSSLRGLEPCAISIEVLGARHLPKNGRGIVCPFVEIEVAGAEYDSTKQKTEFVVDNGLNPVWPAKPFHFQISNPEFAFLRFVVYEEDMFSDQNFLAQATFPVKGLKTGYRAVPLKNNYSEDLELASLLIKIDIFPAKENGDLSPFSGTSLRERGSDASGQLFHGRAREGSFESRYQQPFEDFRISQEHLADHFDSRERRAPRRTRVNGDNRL
hgDAF12 agonist = H. glycines DAF-12 receptor agonists, primary screen, cell-based, luminescence, HEK293, GAL4 fusion, UAS-luciferase | Nuclear hormone receptor DAF-12 (Heterodera glycines), GAL4 fusion | HEK293 GAL4-hgDAF12 UAS-luciferase reporter, agonist luminescence; normalized to butyrate control | activation, % at 6.8 µM | 1.8% of 370,000 active;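 active = activation above a cutoff set at the mean of all screened compounds plus 3 SD, cut at about 10% in these data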;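 also: 0% = DMSO wells and 100% = sodium butyrate wells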
An asterisk follows results filed as active; i = inactive; nt = no result given.

Preview:
SMILES	ADAM17 inh	DAX1 inh-1	hcDAF12 agonist	DAX1 inh-2	PLCb3 inh	MBD2 inh	SMARCA2 act	Rev-erbA mod	ssDAF12 agonist	PLCg1 inh	hgDAF12 agonist
Cc1cccc(C)c1OCC(=O)Nc1ccc2c(c1)C(=O)NC2=O	-15	1.0	-0.1	-0.2	-48	-5	-1	0	-0.6	-28	2.4
Clc1cccc(CN2CCSCC2)c1Cl	-2	0.3	-0.1	-0.2	-3	-1	0	6	-1.3	-2	0.8

The listing, from the start:
SMILES	ADAM17 inh	DAX1 inh-1	hcDAF12 agonist	DAX1 inh-2	PLCb3 inh	MBD2 inh	SMARCA2 act	Rev-erbA mod	ssDAF12 agonist	PLCg1 inh	hgDAF12 agonist
Cc1cccc(C)c1OCC(=O)Nc1ccc2c(c1)C(=O)NC2=O	-15	1.0	-0.1	-0.2	-48	-5	-1	0	-0.6	-28	2.4
Clc1cccc(CN2CCSCC2)c1Cl	-2	0.3	-0.1	-0.2	-3	-1	0	6	-1.3	-2	0.8
Nc1ccc2nc(SCC(=O)N3CCN(c4ccccc4)CC3)sc2c1	-1	-2.0	-3.3	-4.2	-11	2	-4	2	-1.6	-2	-7.9
O=C(NCc1ccc(-c2csnn2)cc1)c1cc(Cl)cc(Cl)c1	-2	-0.3	-1.8	1.4	-5	0	-2	10	-1.9	0	0.9
COc1ccccc1-c1cc(-c2ccccc2)nc(=O)[nH]1	-136	-0.3	-1.7	-0.3	i	0	0	-3	-1.2	i	-2.7
Nc1c(C(=O)CSc2ccccn2)c(=O)[nH]c(=O)n1C1CC1	-5	-0.5	2.2	0.3	-14	0	-3	6	-0.3	-6	-0.1
C/C(=N\NC(=O)c1ccc(CSc2cccc3cccnc23)cc1)C1CCCCC1	-63	-0.5	0.6	-1.9	-84	-7	-4	0	-1.1	-80	2.9
CC(=O)NS(=O)(=O)c1ccc(N2C(=O)c3ccccc3C2=O)cc1	-4	-0.2	-1.3	3.0	-6	4	-5	-1	-1.1	-2	-0.1
CCc1nc2c(OCc3ccc(Cl)cc3Cl)cccn2c1N(C)C(C)=O	0	-1.4	-1.8	nt	0	4	-1	-1	-2.0	-1	-3.2
COC(=O)c1ccc(CNc2ccc(C(C)=O)cc2)cc1	-3	0.1	0.7	nt	-15	0	-1	-4	-1.0	-9	3.5
COc1ccc(S(=O)(=O)N(C)C)cc1NCC(=O)Nc1ccc(Br)cc1F	-5	-0.9	-3.6	0.1	-1	4	-3	4	-1.5	-3	-0.9
CCOc1ccc(NC(=O)c2cccnc2Cl)c([N+](=O)[O-])c1	-2	-0.1	-2.0	0.2	-2	-1	3	-2	-0.1	-1	3.7
O=C(NCc1ccccc1CN1CCCC1)c1ccc(OCc2cscn2)cc1	0	-0.6	-0.9	-0.5	2	-1	0	5	-0.9	0	-0.4
Cc1ccc(C(c2nnnn2CC2CCCO2)N2CCN(C)CC2)cc1 (stereo unspecified)	-1	1.4	-1.5	1.4	5	0	-1	-3	-1.8	2	0.6
CCOC(=O)c1c(NC(=O)c2cccc([N+](=O)[O-])c2C(=O)O)sc2c1CCCC2	-3	-0.2	2.6	-0.2	1	-7	1	-1	-0.5	5	-0.5
O=C(COC(=O)c1c[nH]c2ccccc12)Nc1ccc([N+](=O)[O-])cc1	6	1.4	1.1	0.1	-1	-5	5	-4	-0.5	3	0.6
O=C(COC(=O)c1ccc(F)cc1)NCCc1ccc(F)cc1	-1	-1.7	1.3	1.2	2	-2	-2	-8	-1.2	-2	7.5
Cc1ccc(-c2nnc(SCC(=O)N3CCCc4ccccc43)n2N)cc1	-1	0.3	-2.2	0.5	5	2	1	-3	-1.4	5	-2.3
Cc1nc(N)sc1-c1csc(Nc2cccc(O)c2)n1	-2	0.3	0.7	0.3	-19	-5	2	-5	0.1	-8	1.3
Cc1ccc(S(=O)(=O)N(C)C)cc1NC(=O)CN1C(=O)NC(Cc2c[nH]c3ccccc23)C1=O (stereo unspecified)	-4	-0.5	-0.8	0.9	-6	-6	-4	2	-0.6	2	-3.1
COc1ccc(Cl)cc1N(C(=O)c1ccco1)C(C(=O)NC1CCCC1)c1ccncc1 (stereo unspecified)	0	0.3	0.8	0.0	0	-4	-2	-1	-0.4	1	1.8
Cc1cccc(C(=O)C2CCN(S(=O)(=O)c3ccc(C(=O)O)cc3)CC2)c1	-1	0.8	0.7	-0.8	-2	-3	-3	-2	-0.3	-3	-1.2
COc1ccc(NC(=O)C2C3C=CC4(O3)C2C(=O)N(CCN2CCCCC2)C4C(=O)NC2CCCCC2)cc1 (stereo unspecified)	-4	-0.3	-2.0	0.8	-4	5	2	2	-1.4	-2	-0.4
CC1CC(C)CN(C(=O)C2CCCN(c3ncnc4c3nc3n4CCCCC3)C2)C1 (stereo unspecified)	0	-0.8	-1.8	-1.5	0	1	-1	-3	-1.4	3	-3.7
CCOC(=O)CCCCCC(=O)Nc1ccc2c(c1)CC(=O)N([C@@H](C)CO)C[C@H](C)[C@@H](CN(C)C(=O)Nc1ccc3c(c1)OCO3)O2	-4	0.7	0.0	1.3	-1	-2	0	0	-1.2	0	2.7
CC1CCCC(C)N1C(=O)Nc1cccc(Cl)c1 (stereo unspecified)	-3	-0.1	-0.8	0.9	5	4	6	-1	-1.1	6	0.8
COc1cc(OC)cc(C(=O)OCC(=O)NCc2ccco2)c1	-3	-1.4	1.5	-0.4	-3	1	0	-3	-0.7	-3	-0.7
CCc1ccccc1NC(=O)C1CCN(C(=O)c2ccc([N+](=O)[O-])cc2)CC1	-1	-0.6	-1.7	0.6	6	6	0	2	-1.5	1	-0.7
Cc1ccc2c(c1)N(Cc1ccc3c(c1)OCO3)C(=O)C(C)O2 (stereo unspecified)	-2	-1.2	-2.0	0.4	-6	5	-3	1	-2.2	-2	-1.5
O=C(Nc1ccccc1)C1Cc2c(-c3ccco3)ccnc2O1 (stereo unspecified)	1	2.4	-3.1	nt	5	2	-4	-11	-1.1	-1	2.4
Cc1[nH]c2ccccc2c1C(=O)CSc1ccc(F)cc1	3	0.2	-1.2	-0.1	5	1	7	9	-1.2	2	7.6
CC(C)Cc1cc(CN2CCCC(CO)(Cc3cccc(Cl)c3)C2)[nH]n1 (stereo unspecified)	1	-0.4	0.1	-1.5	0	5	-4	0	-1.1	0	-1.0
COC(=O)c1ccccc1NC(=O)COC(=O)/C=C/c1ccco1	-8	0.7	0.2	0.9	-10	3	-5	2	-0.9	2	-0.8
CC1CCN(C(=O)c2ccccc2NC(=O)Nc2ccccc2)CC1	-6	-0.5	-0.2	-0.5	-6	-4	-1	5	-1.5	-3	4.8
CC(NC(=O)c1ccc(N(C)C)c([N+](=O)[O-])c1)c1ccc(-n2ccnc2)cc1 (stereo unspecified)	-2	-1.0	-2.9	0.1	-7	-10	-2	-3	-0.8	1	-1.5
COc1ccccc1C(=O)NC1CC2CCCC(C1)N2Cc1ccccc1 (stereo unspecified)	1	-0.7	1.9	1.4	6	-3	-1	-5	-0.5	2	6.1
COc1ccc(NS(=O)(=O)c2cccc(C(=O)NN=Cc3ccc(OC)c(O)c3)c2)cc1	-7	-0.5	0.2	1.7	-13	2	-4	6	-1.0	-3	-0.4
CCOC(=O)c1sc(NC(=O)c2sccc2C)cc1C	-23	1.7	6.4*	3.0	-135	5	0	6	1.2*	-132	17*
CC(C)=CCN1CCN(Cc2cccn2-c2nccs2)CC1CCO (stereo unspecified)	-2	-0.1	-1.4	1.6	-4	-3	4	1	-2.0	0	0.3
COCC(C)NC(=S)NC(=O)c1cc(S(=O)(=O)N2CCOCC2)ccc1C (stereo unspecified)	0	-0.5	-1.2	-1.1	-1	2	-2	0	-1.1	2	-2.0
O=C(NCCN1CCOCC1)c1c(Cl)cccc1Cl	-3	-0.3	1.3	2.0	-5	-3	-1	2	-1.4	-1	0.5
Cc1nn2c3ccccc3n(C)c2nc1=O	-33	0.2	-0.9	0.3	-236	2	-3	-4	-1.3	-205	0.4
Cn1c(SCC(=O)N2c3ccccc3Sc3ccc(Cl)cc32)nnc1-c1ccco1	-7	-0.4	-2.1	-1.3	0	4	-2	7	-1.5	-2	1.6
COC(=O)c1cc(=O)nc2sccn12	-14	0.8	-0.1	1.1	-28	3	-2	7	-0.9	-28	0.6
CC1(C(=O)NS(=O)(=O)c2cccc(Cl)c2)CCN1C(=O)COc1ccc(Cl)cc1 (stereo unspecified)	-1	0.8	-1.3	nt	2	6	-6	-5	-1.0	1	1.6
Cc1cccc(C)c1NC(=S)N(Cc1ccccc1)Cc1cccnc1	-2	-0.5	-2.5	0.5	-7	-2	2	3	-1.2	1	-5.3
CNC[C@H]1OCCCC[C@H](C)Oc2ccc(NC(=O)CCCN(C)C)cc2C(=O)N([C@H](C)CO)C[C@@H]1C	-4	-0.8	-1.4	0.0	0	5	-3	6	-0.7	0	-1.5
CCN(CC)S(=O)(=O)c1ccc(C)c(C)c1	-3	0.3	-1.2	-0.5	4	5	2	2	-1.4	2	-0.1
Cc1cc2ncn(-c3ncccc3[N+](=O)[O-])c2cc1C	2	0.2	-0.2	-0.6	-16	-3	2	0	-1.6	-7	-1.0
Nc1[nH]c(C(=O)c2ccccc2)c(-c2cccc3ccccc23)c1C(=O)c1ccc(Br)cc1	2	-0.2	0.5	nt	-8	-5	0	-6	-0.4	-6	-0.1
COc1cccc(C2=NOC(C(=O)NCc3ccco3)C2)c1 (stereo unspecified)	-3	0.6	-0.9	1.9	0	3	2	-6	-1.1	-1	3.0
COc1ccc(-c2ccc(C(=O)Nc3cccc(NS(C)(=O)=O)c3)c3occc23)c(C)c1	1	-2.9	-3.5	nt	-18	3	-7	6	-1.7	-11	0.4
O=C(c1ccccc1)c1cc([N+](=O)[O-])ccc1N1CCCC1	0	-1.6	-2.2	-1.2	2	4	-4	9	-1.8	3	-3.5
CCOC(=O)c1[nH]c2ccc(OC)cc2c1NC(=O)N1CCOCC1	-66	-0.1	-0.6	-0.2	-399	-2	2	-6	-0.3	-303	2.0
COc1ccccc1Nc1nc(NCC(C)C)nc(N)c1[N+](=O)[O-]	2	0.0	-3.9	-1.6	0	-2	1	2	-0.8	4	-1.3
O=C(Nc1ccc2c(c1)OCCO2)c1cncc(Br)c1	1	2.4	3.4	1.5	2	-2	0	5	-0.1	3	11*
C1=C\CCC2(OCCO2)C2(CC/1)OCCO2	-3	-0.1	0.8	0.7	4	-5	-2	2	-1.1	1	0.8
Cc1nn(C)c(C)c1NC(=O)c1ccc(Br)o1	0	-0.1	-0.7	-0.2	-3	-6	2	-2	-1.6	4	0.0
